Compound activity as filed in PubChem BioAssay.
CHRM5 agonist: agonists of human muscarinic M5 receptor (CHRM5); CHO-K1 hM5 cells, Fluo-8 calcium fluorescence; 0% DMSO wells, 100% maximal acetylcholine response; activation, % at 3 µM; actives 0.19% (n = 360,000);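 active means activation above the run's mean over test compounds plus 3 SD, cut at about 23% in these data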;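 further: signal is peak over basal fluorescence ratio across the kinetic read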
Target sequence (P08912 whole entry, looked up): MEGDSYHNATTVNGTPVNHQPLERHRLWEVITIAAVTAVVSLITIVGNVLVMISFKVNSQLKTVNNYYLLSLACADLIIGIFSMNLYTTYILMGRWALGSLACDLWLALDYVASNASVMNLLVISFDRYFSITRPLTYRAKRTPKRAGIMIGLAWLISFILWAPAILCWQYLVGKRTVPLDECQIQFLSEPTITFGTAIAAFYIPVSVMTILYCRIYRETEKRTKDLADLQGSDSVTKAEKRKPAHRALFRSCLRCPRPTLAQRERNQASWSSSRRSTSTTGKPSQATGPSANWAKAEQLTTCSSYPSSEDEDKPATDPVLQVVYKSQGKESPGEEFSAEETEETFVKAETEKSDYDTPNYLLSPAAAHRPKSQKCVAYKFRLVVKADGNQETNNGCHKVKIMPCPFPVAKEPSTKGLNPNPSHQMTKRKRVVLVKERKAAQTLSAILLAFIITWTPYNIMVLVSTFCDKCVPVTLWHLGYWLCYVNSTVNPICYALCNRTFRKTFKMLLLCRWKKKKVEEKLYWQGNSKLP
CHRM4 PAM: potentiates acetylcholine response at human M4 receptor | CHO-K1 hM4/Gqi5, Fluo-8 calcium fluorescence, ACh EC20; 0% = ACh EC20, 100% = maximal ACh | P08173 | actives 0.4% (n = 360,000) | activation, % at 3 µM;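 active means activation above its plate's cutoff, the mean activation of sample wells plus 3 SD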; further: some results filed as inactive read as strong as hits
CHRM5 antagonist: CHRM5 antagonism in calcium assay; P08912; CHO-hM5 cells, Fluo-8 calcium fluorescence, ACh EC80; inhibition, % at 3 µM; actives 0.59% (n = 360,000); AID 624040;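 active means inhibition above a per-plate cutoff, the mean of that plate's test compounds plus 3 SD, cut at about 27% in these data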;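 further: 0% = acetylcholine EC80 with DMSO and 100% = DMSO without agonist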
CHRM4 antagonist: blocks acetylcholine activation of human M4 receptor | actives 0.73% (n = 360,000) | P08173 | CHO-hM4 cells, ACh EC80, Fluo-8 calcium fluorescence | AID 624125 | inhibition, % at 3 µM;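 active means inhibition above its plate's cutoff, the mean inhibition of sample wells plus 3 SD, cut at about 27% in these data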;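 further: 0% = acetylcholine EC80 with DMSO and 100% = DMSO without agonist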
CRFBP-R2 block: blocks CRF-induced signaling of the CRF-BP/CRF-R2 complex | HEK293 CRF-R2/CRF-BP, CRF-induced calcium fluorescence | inhibition, % at 11.8 µM | actives 0.59% (n = 350,000);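 active means inhibition of the ligand-induced calcium signal above about 50% at the single tested concentration, limit read from the data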
CRFBP-R2 agonist: agonists of human CRF-binding protein/CRF-R2 receptor complex | HEK293 CRF-R2/CRF-BP, calcium dye fluorescence (FLIPR); percent of saturating CRF peptide response | activation, % at 13.2 µM | actives 0.46% (n = 350,000);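 active means activation of at least 50%, plus an integration ratio under a set limit after plate pattern correction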;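 further: plate controls were neutral control wells without compound for no effect and CRF at EC100 for full effect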
IDE inh: inhibits human insulin-degrading enzyme in HEK cells; inhibition, % at 5.59 µM; actives 0.41% (n = 320,000); FAbetaB cleavage, fluorescence polarization; P14735;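 active means percent inhibition above the average of all tested compounds plus 3 SD, set per screening campaign, cut at about 16% in these data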;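 further: IDE supplied by intact live HEK cells; FP after avidin binding of uncleaved biotin substrate so inhibition keeps polarization high; 0% = DMSO wells and 100% = 60 µM reference IDE inhibitor Ii1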
M5 PAM: positive allosteric modulators of human muscarinic M5 receptor; P08912; CHO-K1 hM5, Fluo-8 calcium, ACh EC20 PAM; 0% = ACh EC20, 100% = ACh EC100; activation, % at 3 µM; actives 0.3% (n = 360,000); AID 624038;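 active means activation above the run cutoff, the mean activation of all test compounds plus 3 SD, cut at about 18% in these data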
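Measured by: Fluo-8 calcium fluorescence; material: human M5 receptor in CHO-K1 cells; schedule: Post-acetylcholine fluorescence recording 140 s; benchmarks: low control EC20 acetylcholine (0%), high control EC100 acetylcholine (100%); read-out: Max/basal fluorescence ratio as % of EC20–EC100 ACh window; compound: single dose, 3 µM nominal final test concentration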
M4 ag: CHRM4 agonism in calcium assay. P08173. CHO-K1 hM4/Gqi5, Fluo-8 calcium fluorescence; vehicle 0%, full acetylcholine response 100%. activation, % at 3 µM. actives 0.14% (n = 360,000);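 active means activation above the run mean over all test wells plus 3 SD, cut at about 32% in these data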;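 further: peak over basal fluorescence ratio per well then scaled between controls; 0% = DMSO wells and 100% = acetylcholine at EC100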
* marks the source's active call; other numbers are inactive results; · = no result given; & = joins results of further samples.

SMILES,CHRM5 agonist,CHRM4 PAM,CHRM5 antagonist,CHRM4 antagonist,CRFBP-R2 block,CRFBP-R2 agonist,IDE inh,M5 PAM,M4 ag
CC(=O)Nc1ccc(S(=O)(=O)NC2CC(=O)N(c3ccc4c(c3)OCCO4)C2)cc1 (configuration not stated),3.4,-3.1,-5.5,8.8,6.8,0.2,4.6,-1.9,-0.3
CC(=O)Oc1ccc(Cn2c(C)c(C(=O)NCc3cccc(C(F)(F)F)c3)sc2=O)cc1,0.6,-3.7,4.5,-2.2,·,·,·,-9.1,10.5
CN(C(=O)c1ccccc1OCc1ccc(Cl)cc1)c1ccccc1,-5.7,-15.8,8.2,24.1,15.2,-0.4,-5.9,-31.8,0.0
Cc1ccccc1N(CC(=O)NC1CCCCC1)C(=O)CCCC(=O)Nc1ccccn1,-2.2,2.4,3.9,1.4,-6.4,1.1,4.4,3.4,0.5
O=C(Cc1cccc2ccccc12)NN=Cc1ccc2c(c1)CCC2,1.3,1.5,-4.1,-12.2,7.8,-0.3,·,-1.6,0.7
COC(=O)CCCC1=CC2=C(c3ccccc3)C(=O)C(C)(OC(=O)C3CCCC3)C(=O)C2=CN1c1ccccc1 (configuration not stated),2.0,13.3,-4.7,-8.1,-3.1,3.9,-2.9,7.7,1.7
Cc1cccc(N/C=C(\[N+](=O)[O-])S(=O)(=O)c2ccccc2)c1,1.6,6.9,5.5,-5.0,-19.5,-0.6,-0.1,-2.9,2.1
CCOc1ccccc1NC(=O)Nc1cccc(NC(C)=O)c1,-1.4,-7.7,12.1,-7.7,-23.7,2.6,-2.3,-12.0,2.6
N/C(=N\OCC(=O)Nc1ccccc1)c1nonc1N,0.8,1.6,-10.9,-1.8,68.9*,-3.9,2.0,6.8,0.8
CCCCN=C(C)C1=C(O)CSC1=O,0.1,9.1,1.9,-4.2,14.0,1.0,7.2,3.2,0.3
O=c1cc(-c2ccccc2)c2cc(Cl)ccc2[nH]1,-0.5,-2.6,14.1,0.3,-17.3,8.4,2.8,-5.0,-0.5
CCNS(=O)(=O)c1cc(OC)ccc1OC,-2.2,1.9,-0.7,-2.6,19.7,-2.1,3.6,-3.2,0.5
Cc1cnc(NC(=O)COc2ccc3c(c2)CCC3)s1,-3.8,0.0,1.1,-7.3,-23.2,-2.1,10.2,4.6,2.8
CCCC(c1nnnn1C1CCCCC1)N1CCN(C2CCCC2)CC1 (configuration not stated),-7.1,4.1,-0.6,-1.1,3.5,-0.5,3.9,0.7,0.3
Nc1cc(N)nc(SCC(=O)N2CCN(C(=O)c3ccco3)CC2)n1,1.4,10.9,1.2,-10.3,1.3,3.0,0.2,-6.0,0.9
O=C(NCC1CCCO1)Nc1ccccc1 (configuration not stated),-7.1,9.0,1.4,3.4,23.5,-1.9,3.8,-3.1,0.7
O=C(CCS(=O)(=O)c1ccc(Cl)cc1)NCCN1C(=O)S/C(=C\c2ccccc2F)C1=O,3.1,-5.8,10.1,3.3,-61.0,-0.1,2.9,-15.1,9.3
CN1C2CCC1CC(NC(=O)c1ccc([N+](=O)[O-])cc1)C2 (configuration not stated),-3.2,-2.1,-0.4,-8.2,-13.3,1.5,-1.9,0.8,0.3
COC(=O)C1(C(=O)OC)C[C@H](c2ccc(OC)cc2)N(Cc2ccccc2OC)[C@@H]1c1cccs1,-1.4&-1.0,-4.2&-8.5,-10.8&3.0,-1.6&1.1,·,·,·,-5.4&-8.8,0.4&-0.3
COC(=O)c1[nH]c2c(c1C)C(=O)CC(c1ccc(OC)c(OC)c1)C2 (configuration not stated),3.7,2.2,13.0,1.0,-0.2,-0.1,0.8,-7.2,8.4
c1ccc2c(c1)-c1ccccc1C2N1CCOCC1,-1.2,3.8,-2.2,-10.1,6.8,-3.9,·,7.8,1.6
COc1cc(/C=N/NC(=O)CSc2n[nH]c(=O)[nH]c2=O)cc(OC)c1O,0.1,11.6,0.7,-15.8,-8.8,-1.1,-3.1,6.6,-1.5
Fc1cccc(Cl)c1CSc1nnnn1-c1ccc2c(c1)OCO2,-6.0,-8.7,4.1,6.2,40.6,5.0,0.1,-11.4,3.4
C/C(=N\NC(=O)c1cccnc1)c1ccccc1,0.5,5.4,-5.4,-1.8,1.5,1.2,1.8,2.3,2.0
CCn1c(/C=C/N(C(C)=O)c2ccccc2)[n+](CCCS(=O)(=O)[O-])c2cc(Cl)c(Cl)cc21,1.6,3.3,1.0,-0.9,16.8,0.1,-5.0,7.7,0.6
NC(=O)NCCC1=CCCCC1,0.4,4.6,1.7,-0.8,-29.1,6.1,2.4,-2.7,0.1
O=C1CC(c2ccccc2)n2nc(N3C(=O)c4ccccc4C3=O)nc2N1 (configuration not stated),-0.8,-0.2,7.0,-0.8,7.2,-0.9,-1.0,7.8,0.5
COC(=O)c1sccc1Oc1ccc(F)cc1[N+](=O)[O-],-1.6,2.0,3.4,2.2,42.5,-5.3,4.0,-6.4,3.2

Taken from the listing for reference:
SMILES,CHRM5 agonist,CHRM4 PAM,CHRM5 antagonist,CHRM4 antagonist,CRFBP-R2 block,CRFBP-R2 agonist,IDE inh,M5 PAM,M4 ag
COC(=O)CCCC1=CC2=C(c3ccccc3)C(=O)C(C)(OC(=O)C3CCCC3)C(=O)C2=CN1c1ccccc1 (configuration not stated),2.0,13.3,-4.7,-8.1,-3.1,3.9,-2.9,7.7,1.7
Cc1cccc(N/C=C(\[N+](=O)[O-])S(=O)(=O)c2ccccc2)c1,1.6,6.9,5.5,-5.0,-19.5,-0.6,-0.1,-2.9,2.1
CCOc1ccccc1NC(=O)Nc1cccc(NC(C)=O)c1,-1.4,-7.7,12.1,-7.7,-23.7,2.6,-2.3,-12.0,2.6
N/C(=N\OCC(=O)Nc1ccccc1)c1nonc1N,0.8,1.6,-10.9,-1.8,68.9*,-3.9,2.0,6.8,0.8
CCCCN=C(C)C1=C(O)CSC1=O,0.1,9.1,1.9,-4.2,14.0,1.0,7.2,3.2,0.3
O=c1cc(-c2ccccc2)c2cc(Cl)ccc2[nH]1,-0.5,-2.6,14.1,0.3,-17.3,8.4,2.8,-5.0,-0.5
CCNS(=O)(=O)c1cc(OC)ccc1OC,-2.2,1.9,-0.7,-2.6,19.7,-2.1,3.6,-3.2,0.5
Cc1cnc(NC(=O)COc2ccc3c(c2)CCC3)s1,-3.8,0.0,1.1,-7.3,-23.2,-2.1,10.2,4.6,2.8
CCCC(c1nnnn1C1CCCCC1)N1CCN(C2CCCC2)CC1 (configuration not stated),-7.1,4.1,-0.6,-1.1,3.5,-0.5,3.9,0.7,0.3
Nc1cc(N)nc(SCC(=O)N2CCN(C(=O)c3ccco3)CC2)n1,1.4,10.9,1.2,-10.3,1.3,3.0,0.2,-6.0,0.9
O=C(NCC1CCCO1)Nc1ccccc1 (configuration not stated),-7.1,9.0,1.4,3.4,23.5,-1.9,3.8,-3.1,0.7
O=C(CCS(=O)(=O)c1ccc(Cl)cc1)NCCN1C(=O)S/C(=C\c2ccccc2F)C1=O,3.1,-5.8,10.1,3.3,-61.0,-0.1,2.9,-15.1,9.3

Compound profiles (already shown). Order of screens: CHRM5 agonist | CHRM4 PAM | CHRM5 antagonist | CHRM4 antagonist | CRFBP-R2 block | CRFBP-R2 agonist | IDE inh | M5 PAM | M4 ag
Listed for `Cc1ccccc1N(CC(=O)NC1CCCCC1)C(=O)CCCC(=O)Nc1ccccn1` = -2.2 | 2.4 | 3.9 | 1.4 | -6.4 | 1.1 | 4.4 | 3.4 | 0.5
Listed for `COC(=O)C1(C(=O)OC)C[C@H](c2ccc(OC)cc2)N(Cc2ccccc2OC)[C@@H]1c1cccs1` = -1.4&-1.0 | -4.2&-8.5 | -10.8&3.0 | -1.6&1.1 | · | · | · | -5.4&-8.8 | 0.4&-0.3
